TEAD-YAP inh: TEAD-YAP interaction inhibition; HEK-TIYL cells, TEAD-Gal4/YAP UAS-luciferase luminescence; inhibition, % at 9.12 µM; 1.4% of 640,000 active; in the data active = inhibition above about 32%;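 also: 0% = median of test compound wells and 100% = reference inhibitor wells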
GPR151 activ: activators of human GPR151; Q8TDV0; PathHunter beta-arrestin GPR151 cells, luminescence; activation, % at 11.2 µM; 1% of 650,000 active; AID 1508602; in the data active = activation above about 4.9%;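 also: 0% = median of compound wells and 100% = cells with positive control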
Target sequence (Q8TDV0 whole entry, looked up): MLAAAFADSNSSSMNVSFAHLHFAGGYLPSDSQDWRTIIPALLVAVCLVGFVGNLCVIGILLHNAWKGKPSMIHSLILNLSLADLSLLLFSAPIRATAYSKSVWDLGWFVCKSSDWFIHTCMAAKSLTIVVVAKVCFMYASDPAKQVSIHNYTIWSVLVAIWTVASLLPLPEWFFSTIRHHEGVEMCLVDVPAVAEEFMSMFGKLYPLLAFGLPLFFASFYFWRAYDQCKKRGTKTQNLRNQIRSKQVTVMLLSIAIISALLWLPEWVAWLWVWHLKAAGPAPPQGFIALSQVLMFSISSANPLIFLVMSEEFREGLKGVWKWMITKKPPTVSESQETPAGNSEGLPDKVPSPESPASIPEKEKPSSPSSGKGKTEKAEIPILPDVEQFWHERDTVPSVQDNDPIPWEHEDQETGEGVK
MITF inh: human MITF inhibition, primary screen; AID 1259374; inhibition, % at 2.6 µM; O75030; 0.91% of 650,000 active; AlphaScreen MITF homodimerization, bead proximity signal; in the data active = inhibition above about 50%;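 also: 0% = vehicle wells with protein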
FBW7 act: activators of human E3 ligase FBW7 | AlphaScreen FBW7–phospho-cyclin E peptide binding, activator screen | Q969H0 | 0.13% of 650,000 active | normalized activity (activation), % at 26.1 µM | AID 1259310; in the data active = normalized activity above about 1.9%;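 also: purified mutant Fbw7 with reduced substrate affinity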
Target sequence (Q969H0 whole entry, looked up): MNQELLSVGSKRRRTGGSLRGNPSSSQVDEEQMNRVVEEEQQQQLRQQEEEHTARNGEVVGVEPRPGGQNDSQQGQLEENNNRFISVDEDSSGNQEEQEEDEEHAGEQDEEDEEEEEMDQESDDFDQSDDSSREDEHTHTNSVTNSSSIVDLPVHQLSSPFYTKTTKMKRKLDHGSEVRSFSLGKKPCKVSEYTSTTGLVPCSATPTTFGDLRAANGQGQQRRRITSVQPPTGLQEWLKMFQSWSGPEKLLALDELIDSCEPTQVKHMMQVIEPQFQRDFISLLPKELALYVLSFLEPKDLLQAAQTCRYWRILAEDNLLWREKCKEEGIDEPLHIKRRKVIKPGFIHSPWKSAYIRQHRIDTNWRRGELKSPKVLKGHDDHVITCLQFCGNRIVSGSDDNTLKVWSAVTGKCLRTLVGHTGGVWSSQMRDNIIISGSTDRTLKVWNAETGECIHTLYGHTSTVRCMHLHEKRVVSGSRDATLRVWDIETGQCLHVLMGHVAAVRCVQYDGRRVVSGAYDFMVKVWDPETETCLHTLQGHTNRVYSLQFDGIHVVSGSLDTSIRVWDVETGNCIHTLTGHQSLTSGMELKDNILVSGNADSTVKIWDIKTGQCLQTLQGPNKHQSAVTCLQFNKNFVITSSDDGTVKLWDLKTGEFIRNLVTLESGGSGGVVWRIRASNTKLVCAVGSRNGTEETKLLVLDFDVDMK
* hit, by the source's call.

SMILES	TEAD-YAP inh	GPR151 activ	MITF inh	FBW7 act
O=C(Nc1ccc(Oc2ccccc2)cc1)C(Cc1ccccc1)N1C(=O)c2ccccc2C1=O (centres undefined)	-10	0.7	-2	-0.1
O=C(CCN1C(=O)c2ccccc2C1=O)Nc1ccccc1O	1	0.6	0	0.1
COc1ccc(CNn2cnnc2)c(O)c1	5	0.2	12	0.2
CCSc1ccc(C(=O)N2CCc3cc(Br)ccc32)cc1[N+](=O)[O-]	-4	0.5	-3	0.5
Oc1oc(-c2ccccc2F)nc1C=Nc1cccc(F)c1	-4	0.6	19	-0.1
CC12c3ccccc3C(c3ccccc31)C1C(=O)N(c3ccccn3)C(=O)C12 (centres undefined)	3	0.4	-9	0.2
CN(C1CCCC1)C1CCN(C(=O)CNC(=O)/C=C/c2ccccc2F)CC1	-6	0.3	3	0.0
Cc1cc(NC(=O)CSc2nc3c(cc2C#N)CCCC3)no1	-61	-1.0	12	0.0
Cc1cccc(NC(=O)CSC2=C(C#N)C(c3ccccc3C(F)(F)F)C3=C(CCCC3=O)N2)c1 (centres undefined)	10	-1.3	-8	-0.1
CC(=O)c1ccc(NC(=O)CN2CC(=O)Oc3ccccc32)cc1	-15	-0.9	-17	0.1
CCOCCCNC(=O)C1CCN(c2nnc(N3CCCC3=O)s2)CC1	-4	-1.5	9	0.0
CCN(CC)S(=O)(=O)c1ccc(C)c(NC(=O)c2cc(F)c(F)c(F)c2F)c1	29	-3.0	-8	0.1
CC1CCCCN1S(=O)(=O)c1ccc(NC2=NS(=O)(=O)c3ccccc32)cc1 (centres undefined)	-3	-0.8	-10	-0.1
Cn1c(=O)c2cc(C(=O)NCc3ccco3)sc2c2ccccc21	5	0.7	-2	-0.1
COc1ccc(C(=O)c2ccc(C)c([N+](=O)[O-])c2)cc1	12	0.1	-14	-0.1
Cc1cccc2[nH]c(SCc3ccccc3F)nc12	-87	-2.2	18	0.0
COc1cc(/C=C2\C(=O)N(c3ccccc3)N=C2C)ccc1OCc1ccc(Cl)cc1Cl	1	1.0	18	-0.1
COc1ccccc1NC(=O)C1=C(C)NC(=O)NC1c1ccc(Cl)cc1Cl (centres undefined)	16	0.6	-4	0.0
CCOC(=O)c1c(NC(=O)Nc2ccc(OC)cc2)sc(C)c1C	-8	-0.5	0	0.8
C[C@H]1NC(=O)[C@@H]2C[C@H](NCc3cc4ccccc4s3)CN2C1=O	8	-0.7	19	0.5

Part of the list above, with values under each structure:
Below each compound: TEAD-YAP inh, GPR151 activ, MITF inh, FBW7 act
Cc1cccc2[nH]c(SCc3ccccc3F)nc12
  -87, -2.2, 18, 0.0
COc1cc(/C=C2\C(=O)N(c3ccccc3)N=C2C)ccc1OCc1ccc(Cl)cc1Cl
  1, 1.0, 18, -0.1

(further entries)
SMILES	TEAD-YAP inh	GPR151 activ	MITF inh	FBW7 act
COc1ccc(-c2noc(-c3cc(OC)c(OC)cc3OC)n2)cc1	-6	0.3	15	0.1
O=C(OCc1ccccc1)C1=NNC2C(=O)N(Cc3ccccc3)C(=O)C12 (centres undefined)	-1	-0.7	-1	0.0
CC1CCCCN1CCCNC(=O)CN1C(=O)/C(=C/c2ccccc2)Sc2ccccc21 (centres undefined)	-9	0.0	0	-0.1
COc1ccc(C(=O)N2CCCCC2)cc1I	7	-0.3	12	0.0
COc1ccccc1C1CN(CC(=O)NCC2COCCO2)Cc2ccccc2O1 (centres undefined)	5	-0.9	12	0.2
COC(=O)C1=C(C)NC(=O)NC1c1cc(Cl)c(O)c(Cl)c1 (centres undefined)	6	0.9	2	-0.1
CCSc1nnc(NC(=O)/C=C/c2c(F)cccc2Cl)s1	1	1.0	-1	-0.1
O=C(NCCN1CCOCC1)c1cc([N+](=O)[O-])ccc1Cl	2	-0.3	4	-0.2
Cc1ccc(F)cc1NC(=O)N[C@H]1C[C@H]2C(=O)N[C@@H](COCc3ccccc3)C(=O)N2C1	-8	1.8	-5	0.1
CCOc1ccccc1C(=O)Nc1ccc(N2CCOCC2)cc1	-36	0.1	15	0.0
Cc1ccc(C)c(Nc2ccc3nonc3c2[N+](=O)[O-])c1	-7	-1.7	6	0.6
COCC(=O)NCCCNc1nc2cc(C)cc(C)c2cc1C#N	-18	0.2	-4	0.0
O=C(CSc1nnc(-c2cccnc2)n1-c1ccccc1)Nc1ccc2c(c1)OCO2	9	-1.7	2	-0.1
OCCNc1cc(-c2csc3ccccc23)ncn1	-38	1.5	1	0.0
O=C(NC(=S)Nc1ccc(Cl)cn1)c1cccc(I)c1	2	0.8	3	0.0
COc1cc(C(C)=O)ccc1OCC(O)CN1CCN(c2ccccc2Cl)CC1 (centres undefined)	-16	-0.1	4	-0.1
COc1ccc(C(=O)/C=C/NN2C(=O)c3ccccc3C2=O)cc1	-10	-1.0	-27	0.1
COc1cc(/C=C2\N=C(c3ccccc3Br)OC2=O)cc(I)c1OC(C)=O	-2	0.4	-8	0.0
O=C(CSCc1c(F)cccc1Cl)NC1CC2CCC1C2 (centres undefined)	-14	-1.4	12	0.0
COCc1cc(C)nc2sc3c(c12)NC(c1ccc(F)cc1)NC3=O (centres undefined)	6	0.9	-5	-0.1

Some entries already given with just GPR151 activ, TEAD-YAP inh and FBW7 act.
| smiles | GPR151 activ | TEAD-YAP inh | FBW7 act |
| --- | --- | --- | --- |
| CCSc1nnc(NC(=O)/C=C/c2c(F)cccc2Cl)s1 | 1.0 | 1 | -0.1 |
| O=C(NCCN1CCOCC1)c1cc([N+](=O)[O-])ccc1Cl | -0.3 | 2 | -0.2 |

Continued:
SMILES	TEAD-YAP inh	GPR151 activ	MITF inh	FBW7 act
COc1ccc(/C=C(\C#N)C(=O)N2CCOCC2)cc1I	6	0.3	-13	0.0
C=CCn1c(SCC(N)=O)nc2scc(-c3ccco3)c2c1=O	-15	4.0	2	0.1
Cn1c(N)c(C(=O)COC(=O)Cn2cnc3c2c(=O)n(C)c(=O)n3C)c(=O)n(C)c1=O	2	0.2	13	0.1
NC(=O)C1CCN(c2ccc(Nc3ccc(-n4ccnc4)cc3)nn2)CC1	-4	-1.8	5	-0.1
FC(F)(F)c1cccc(N2CCN(Cc3ccoc3)CC2)c1	1	-1.1	49	0.0
CCOC(=O)c1cnc2c(C)c(Cl)ccc2c1Nc1ccc(N(C)C)cc1	-15	-0.8	-7	-0.2
CC1(C)Cc2c(sc(NC(=O)Cc3cccc4ccccc34)c2C(N)=O)C(C)(C)N1	-4	2.4	-6	0.0
Cc1cncc2cccc(NC3CCN(C(=O)Cc4ccc(Br)cc4)C3)c12 (centres undefined)	-1	0.9	16	-0.3
CC[N+](CC)(CC)CCCNC(=O)c1c(O)c2c([nH]c1=O)CCCC2	4	0.0	-9	0.0
NC(=O)C[n+]1cccc(/C=N/O)c1	-3	6.3*	3	0.0
Cc1ccc(C(=O)N/C(=C/c2ccccc2)C(=O)N2CCC(C)CC2)cc1	-8	1.9	1	-0.1
CCNC(=O)c1ccc(-n2c(C)ccc2C)cc1	0	0.1	3	-0.2
COc1ccc(/C=C2\N=C(c3cccs3)OC2=O)c(OC)c1OC	-3	-0.6	3	0.1
COC(=O)c1c(C(=O)c2ccc(Br)cc2)n(C)c2ccccc12	-2	0.2	1	-0.1
CCOc1ccccc1-n1nnc(C(=O)Nc2ccccc2)c1C	5	-2.0	17	0.4
CCCCN1C(=O)c2c(Oc3ccc(NC(C)=O)cc3)cc([N+](=O)[O-])cc2Oc2ccccc21	4	-0.9	8	0.0
CCNc1cc(Nc2ccc(-c3ccccc3)cc2)c([N+](=O)[O-])c2nonc12	-5	-0.6	1	-0.2
CSc1nc(N2CCOCC2)c2c(c1C#N)CCCCC2	-7	0.9	-13	0.0
COc1ccc(CCNC2CCCN(c3nc(C)c4cc(F)ccc4n3)CC2)cc1 (centres undefined)	5	1.1	-22	0.4
O=C1COc2cc(-c3c(N4CCCC4)c(=O)c3=O)ccc2N1	-4	-3.2	13	-0.2
CCC(C)(C)n1nnnc1C(c1ccc(C)cc1)N1CCN(C(=O)c2ccco2)CC1 (centres undefined)	-3	-0.7	5	1.5
Cc1ccc(/C=C\C(=O)Nn2c(-c3cccs3)nc3ccccc3c2=O)cc1	11	-0.7	14	1.2
O=C(COC(=O)c1cc[n+]([O-])cc1)Nc1ccc([N+](=O)[O-])cc1C(F)(F)F	23	0.2	-9	-0.1
CCOC(=O)c1cc2c(=O)n3ccccc3nc2n(C(C)C)c1=NC(=O)c1ccccc1	-6	0.2	9	-0.1
COc1ccc(C2=C(Cl)C=C(c3ccccc3C)c3ccccc3O2)cc1OC	1	-0.7	14	0.4
COC(=O)c1ccc(NC(=O)CCc2ccc(OC)cc2)cc1	2	-1.4	-122	0.6
O=C(O)C1CCN(Cc2cc3cccc4c3n(c2=O)CCC4)CC1	-9	1.7	18	0.1
Cc1ccccc1OCc1nc(-c2ccc(Cl)cc2)no1	-12	0.2	1	-0.1
Cn1cc(S(=O)(=O)O)cc1-c1nc2ccccc2n1C	10	-0.6	13	0.3
COc1ccc(OC)c(C2C(=O)N(C3CCC(C)CC3)CC(=O)N2CCc2ccccc2Cl)c1 (centres undefined)	-8	0.7	15	0.2
CCn1ncc(Br)c1C(=O)N(C)C12CC3CC(CC(C3)C1)C2	-10	2.1	-13	-0.2
O=C(CN(c1cccc(Br)c1)S(=O)(=O)c1ccccc1)N1CCc2ccccc2C1	-4	-1.1	5	0.3
COc1ccc(CNCCCn2ccnc2)c(OC)c1	5	-0.2	-4	0.1
COc1ccc(Cn2c(C)c(C)n3c4c(=O)n(CCCO)c(=O)n(C)c4nc23)cc1	2	4.5	-1	-0.2
CCOC(=O)C1=C(C)N=c2s/c(=C/c3ccccc3OC(C)=O)c(=O)n2C1c1ccc(OC(C)=O)c(OC)c1 (centres undefined)	-2	-1.2	11	0.1
CC(=O)N1CCN(c2cc(C)nc3c(-c4ccc(C)cc4)c(C)nn23)CC1	19	-0.2	10	0.5
CCCCN(CCCC)Cc1c(C)[nH]c2ccccc2c1=O	-2	-0.2	-7	-0.2
CCOc1cc(/C=C2/C(=N)N3OC(C)=CC3=NC2=O)ccc1OC(=O)c1ccccc1F	16	1.5	0	-0.1
CCOC(=O)CC(=O)CSc1nc2c(cc1C#N)CCCC2	-25	-1.3	11	0.0
CC(C)c1ccc(-c2c(C#N)c(N)nc3sc(C(=O)Nc4ccc(Cl)cc4)c(N)c23)cc1	1	0.2	3	0.1
COC(=O)c1cc(NC(=S)NCc2cccnc2)cc(C(=O)OC)c1	1	-1.1	-11	0.1
O=C1CC2(CCN(S(=O)(=O)c3ccc(Br)cc3)CC2)Oc2ccccc21	19	1.4	-15	-0.1
CCOC(=O)c1cnc2cc(C(F)(F)F)ccc2c1Nc1cc(C)ccc1OC	-3	0.9	0	0.1
CCOc1ccc(C2C(C(N)=O)=C(C)Nc3nc(-c4cccc(OC)c4)nn32)cc1OC (centres undefined)	4	-0.2	11	0.2
CCOC(=O)c1ccc(NC(=O)c2ccc(C#N)cc2F)cc1	-1	0.8	12	0.0
O=c1c(=NNc2ccc(S(=O)(=O)N3CCOCC3)cc2)c(=O)c2ccccc12	-3	-0.4	8	-0.2
CCOc1ccc(NC(=O)c2c(NCc3ccc(OC)c(OC)c3OC)sc3c2CCC(C)C3)cc1 (centres undefined)	5	0.4	2	-0.1
N#CC(C#N)=NNc1cccc2c(S(=O)(=O)O)cccc12	2	1.0	5	0.5
CC1=C(C(=O)OCCc2ccccc2)C(c2cccs2)NC(=O)N1C (centres undefined)	-5	-0.8	2	-0.1
c1cc(-c2ccc3cnc(Nc4ccc(-n5cnc(N6CCOCC6)n5)cc4)nc3c2)ccn1	-40	-1.4	16	-0.1
Cc1ccc2nc(C)c(C(=O)NCC(C)C)n2c1	-3	1.1	3	-0.2
CSc1ccccc1NC(=O)c1ccc(N2CC3CC(C2)c2cccc(=O)n2C3)c(NC(=O)c2ccc(F)cc2)c1 (centres undefined)	-59	0.8	-4	0.0
Cc1nc2c(c(C)nn2C(C)(C)C)c(C)c1CCC(=O)N1CCN(c2ccccn2)CC1	1	-1.5	3	0.2
O=[N+]([O-])c1ccc(N2CCN(c3ncnc4c3cnn4-c3ccc(Cl)cc3)CC2)cc1	3	-0.1	2	0.0
Cc1ccc(S(=O)(=O)N2Cc3ccccc3CC2C(=O)NCc2cccc(Oc3ccccc3)c2)cc1 (centres undefined)	0	-1.3	1	0.1
CC1CCN(Cc2nnnn2C2CCCC2)CC1	2	0.9	5	0.1
CC(Cl)C(=O)Nc1ccccc1[N+](=O)[O-] (centres undefined)	1	1.9	15	0.2
O=C(Nc1cccc(Cl)c1)c1cc(S(=O)(=O)N2CCc3ccccc3C2)ccc1F	-4	-1.3	-11	-0.1
CCOc1ccc(C(=O)Nc2ccc(Br)cn2)cc1	-63	-0.4	2	0.0
CCCNC(=O)CC(NS(=O)(=O)c1ccc(OC)cc1)c1ccc(OC)cc1 (centres undefined)	6	-2.3	4	0.0
COc1ccc(Cl)cc1NC(=O)NCC1(CO)CC1	13	-1.0	5	0.2

By substructure: those above containing bromine
SMILES	TEAD-YAP inh	GPR151 activ	MITF inh	FBW7 act
CCSc1ccc(C(=O)N2CCc3cc(Br)ccc32)cc1[N+](=O)[O-]	-4	0.5	-3	0.5
COc1cc(/C=C2\N=C(c3ccccc3Br)OC2=O)cc(I)c1OC(C)=O	-2	0.4	-8	0.0
Cc1cncc2cccc(NC3CCN(C(=O)Cc4ccc(Br)cc4)C3)c12 (centres undefined)	-1	0.9	16	-0.3
COC(=O)c1c(C(=O)c2ccc(Br)cc2)n(C)c2ccccc12	-2	0.2	1	-0.1
CCn1ncc(Br)c1C(=O)N(C)C12CC3CC(CC(C3)C1)C2	-10	2.1	-13	-0.2
O=C(CN(c1cccc(Br)c1)S(=O)(=O)c1ccccc1)N1CCc2ccccc2C1	-4	-1.1	5	0.3
O=C1CC2(CCN(S(=O)(=O)c3ccc(Br)cc3)CC2)Oc2ccccc21	19	1.4	-15	-0.1
CCOc1ccc(C(=O)Nc2ccc(Br)cn2)cc1	-63	-0.4	2	0.0

Assay outcomes (PubChem)
